Source: PubChem
SMN2 splice enh: SMN2 splice variant enhancement. HEK293 SMN2-luciferase splicing reporter, luminescence, 30-36 h. Potency, µM (top dose mostly 46.1 µM), without a hit: at the highest dose activity change, positive = activation, most hits filed as activators. 210,000 compounds, 2.8% hits; also: % of control where 0% means no effect; nearly all actives have a fitted effect of over 55% in size
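HEK293 cells carry an SMN2 minigene-luciferase reporter in which exon 7 inclusion puts luciferase in frame. Cells were seeded at 2000 cells/well, attached for 10-12 hours, then exposed to compounds for 30-36 hours at 37C before ONE-Glo luminescence.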
JMJD2E inh: JMJD2E (human) inhibition. Potency, µM (top dose mostly 57.1 µM), inactives show at the highest dose activity change, negative = inhibition, most hits filed as inhibitors. JMJD2E catalytic domain, FDH-coupled NADH fluorescence (FDH is formaldehyde dehydrogenase). 230,000 compounds, 1.6% hits; active = well fitted inhibition curve with a large enough effect, not every such curve was filed as active; inconclusive = small, poorly fitted or top-dose-only effect, or another doubt; inactive = no such curve, though single readings can be large or run the other way;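 also: 0% = wells with enzyme and -100% = buffer wells without enzyme; nearly all actives have a fitted effect of over 50% in size; many of its hits are not listed in these tables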
Target sequence (B2RXH2 1-337 limits assumed): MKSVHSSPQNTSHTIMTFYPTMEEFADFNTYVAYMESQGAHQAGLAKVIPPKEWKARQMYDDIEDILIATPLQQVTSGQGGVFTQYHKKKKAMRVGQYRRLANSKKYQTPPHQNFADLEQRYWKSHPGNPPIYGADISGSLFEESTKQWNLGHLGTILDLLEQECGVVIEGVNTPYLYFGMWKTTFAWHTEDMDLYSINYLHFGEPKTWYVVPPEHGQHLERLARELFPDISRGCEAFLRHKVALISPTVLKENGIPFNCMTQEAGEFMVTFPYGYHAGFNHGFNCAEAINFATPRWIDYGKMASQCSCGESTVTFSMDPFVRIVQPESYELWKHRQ
Epigenetic reg: epigenetic control regulation, reporter derepression; AID 1865; Potency, µM (titrated, usually from 53.9 µM), without a hit: at the highest dose GFP activation, hits mostly activators; murine LDR cells, GFP reporter derepression, 30 h; 280,000 compounds, 0.2% hits; also: % of control where 0% means no effect; nearly all actives have a fitted effect of over 60% in size
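Reporter derepression read as number of fluorescent GFP-positive objects, 20-120 um in size, counted by laser-scanning cytometer. Mouse LDR line with an epigenetically silenced CMV-GFP locus; compound incubation 30 h, 37 C.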
RGS12 GoLoco inh: blocks human Gai1 binding to RGS12 GoLoco peptide, red readout. Gai1:RGS12 GoLoco peptide FP, rhodamine, 10 min. AID 880. 230,000 compounds, 0.44% hits. Potency, µM (series often up to 61.6 µM), inactives show at the top dose activity, negative = inhibition, actives largely listed as inhibitors; active = well fitted inhibition curve with a large enough effect, not every such curve was filed as active; inactive = no such curve, though single readings can be large or run the other way; also: % is scaled to controls: 0 for no effect and ±100 for the full control effect; nearly all actives have a fitted effect of over 30% in size; many of its hits are not listed in these tables
Target sequence (P63096 whole entry, looked up): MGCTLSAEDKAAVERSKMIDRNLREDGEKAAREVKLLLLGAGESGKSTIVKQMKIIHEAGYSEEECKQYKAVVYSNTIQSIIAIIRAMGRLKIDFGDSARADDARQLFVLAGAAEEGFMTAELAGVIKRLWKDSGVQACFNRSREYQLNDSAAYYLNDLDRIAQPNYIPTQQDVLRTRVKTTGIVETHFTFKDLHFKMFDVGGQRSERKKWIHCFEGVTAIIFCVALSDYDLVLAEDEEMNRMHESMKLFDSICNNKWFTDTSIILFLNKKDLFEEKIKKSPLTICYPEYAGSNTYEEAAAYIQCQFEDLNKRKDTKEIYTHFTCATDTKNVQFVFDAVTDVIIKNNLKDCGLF
KinaseGlo FLuc: blocks Kinase-Glo luciferase, a counter-screen artifact. Kinase-Glo luciferase, ATP luminescence, 8 min. Potency, µM (doses to about 38.3 µM), for the others: at the top dose activity change, negative = inhibition, most hits filed as inhibitors. Q27757. AID 1379. 200,000 compounds, 0.28% hits; also: % is scaled to controls: 0 for no effect and ±100 for the full control effect; nearly all actives have a fitted effect of over 60% in size
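Kinase-Glo luciferase light output from ATP and luciferin was measured with 10 uM ATP, within the enzyme's linear range. Buffer: 50 mM imidazole pH 7.2, 50 mM KCl, 7 mM MgCl2, 0.01% Tween 20, 0.05% BSA; luminescence read after 8 min at ambient temperature.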
IMPase Li cell: cell-permeable IMPase inhibitors with lithium potentiation | CHO-M1 cells, IP1 TR-FRET (IP-One), carbachol + lithium | Potency, µM (titrated, usually from 59.4 µM), for inactives: at the highest dose activity, negative = IMPase inhibition, hits mostly inhibitors | 210,000 compounds, 0.35% hits | AID 1457;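 also: IP1 builds up when IMPase is blocked and the TR-FRET signal falls; plate controls were basal vehicle for no effect and high inhibitor control for full effect; nearly all actives have a fitted effect of over 50% in size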
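Readout is a homogeneous TR-FRET IP1 immunoassay (Ex 320, Em 665 and 620), where raised cytosolic IP1 lowers signal. Cells were CHO-M1 treated 30 min at 37C with test compounds plus a little lithium; AC50 values came from Hill-equation fitting.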
NPSR antag: antagonists of human neuropeptide S receptor cAMP signaling. CHO-NPSR cells, cAMP TR-FRET, antagonist mode. Potency, µM (series often up to 38.3 µM), for inactives: at the top dose activity change, negative = inhibition, usual class: inhibitors. 220,000 compounds, 1% hits. AID 1461; also: % is scaled to controls: 0 for no effect and ±100 for the full control effect; nearly all actives have a fitted effect of over 50% in size; many of its hits are not listed in these tables
Target sequence (Q6W5P4 whole entry, looked up): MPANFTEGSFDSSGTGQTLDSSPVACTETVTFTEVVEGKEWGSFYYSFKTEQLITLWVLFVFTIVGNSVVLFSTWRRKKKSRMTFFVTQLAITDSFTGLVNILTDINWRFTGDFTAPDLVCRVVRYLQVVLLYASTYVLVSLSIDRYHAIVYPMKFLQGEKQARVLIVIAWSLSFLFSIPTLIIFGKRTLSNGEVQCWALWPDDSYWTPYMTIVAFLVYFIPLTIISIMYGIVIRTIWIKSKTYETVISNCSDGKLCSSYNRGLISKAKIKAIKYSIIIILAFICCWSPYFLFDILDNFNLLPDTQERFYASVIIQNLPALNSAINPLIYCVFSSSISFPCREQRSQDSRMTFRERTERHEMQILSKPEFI
RECQ1 inh: inhibitors of human RECQ1 DNA helicase | RECQ1 DNA unwinding, red fluorescence kinetic read | Potency, µM (series often up to 57.3 µM), for inactives: top-dose activity, negative = inhibition, actives largely listed as inhibitors | 240,000 compounds, 0.54% hits | AID 2549;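 also: plate controls were vehicle for no effect and no enzyme for full effect; nearly all actives have a fitted effect of over 30% in size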
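50 nM RECQ1T1 preincubated 15 min with compound in Tris pH 8.0 buffer with MgCl2, DTT, Tween-20 and 2.5 ug/ml poly(dI-dC); started with 200 nM TAMRA/BHQ-2 forked duplex and 2 mM ATP. Unwinding read as fluorescence (525/598 nm), two reads 2 h apart.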
Active calls of the source: *; i = inactive; ? = inconclusive; . = not tested or not shown; & = joins results of further samples; [ ] = dose if it differs, or a comment. Unless noted, calls follow the shape of the dose curve; as a rule, active = well fitted curve in the direction sought with a large enough effect; inconclusive = small, poorly fitted or top-dose-only effect, or another doubt; inactive = no such curve, though single readings can be large; an effect the other way counts as inactive or inconclusive. Potency is read from the fitted curve at half-maximal effect. An excerpt, so the mix of outcomes need not match the whole.

Every second line gives: SMN2 splice enh	JMJD2E inh	Epigenetic reg	RGS12 GoLoco inh	KinaseGlo FLuc	IMPase Li cell	NPSR antag	RECQ1 inh
#1 O=C(Cc1ccccc1)Oc1ccc(N2C(=O)C3CCCCC3C2=O)cc1 (configuration not stated)
    -0.5%	-6.9%	-1.0%	-11.1%	-1.6%	5.3%	6.8%[46.1 µM]	-9.9%
#2 O=C(N/N=C1/CN2CCC1CC2)c1cc2ccccc2cc1O
    6.5%	0.3%	-2.2%	13.5%	-5.5%	12.4%[38.3 µM]	-10.3%[46.1 µM]	-5.5%
#3 CC(C)(C)OO
    -6.9%&-3.6%	.	.	-0.1%&18.6%	.	11.9%&-4.2%	.	12.3%&-7.6%
#4 COc1ccccc1-c1[se]c2ccccc2c1I
    .	.	0.9%	0.3%	1.8%[39.9 µM]	-6.3%	.	i
#5 Cc1c(Cl)cccc1NC(=S)N1CC2CC(C1)c1cccc(=O)n1C2 (configuration not stated)
    0.3%	-7.0%	2.6%	-7.1%	-5.2%	-0.7%	-11.4%[46.1 µM]	-10.5%
#6 O=C(C1CC(=O)N(C2CCCC2)C1)N1CCC2(CC1)OCCO2 (configuration not stated)
    -12.2%	0.1%	0.0%	11.1%	-1.7%	-9.2%[38.3 µM]	-1.5%[46.1 µM]	-2.2%
#7 CC(C)C(O)(C(=O)OC[C@@H]1CC[N+]2([O-])CCCC12)C(C)O (some centres not stated)
    2.8%	-4.9%	7.7%	0.5%	-2.5%	17.5%	.	-4.2%
#8 CNC[C@H](O)c1ccc(O)c(OC)c1
    -7.9%[20.6 µM]	-5.1%[25.5 µM]	-0.3%[16.9 µM]	-6.0%[21.6 µM]	2.4%[17.1 µM]	1.6%	.	i
#9 COc1cc(/C=C/[N+](=O)[O-])ccc1O
    ?	-10.7%	4.8%	3.2%	-1.3%	45.9%[activator]	?	-14.7%
#10 N#CC(C#N)=NNc1ccc([N+](=O)[O-])cc1
    .	-11.2%	-1.2%	76.8%[activator]	.	.	3.98µM*	8.9%
#11 [O]=[Cr](=[O])([OH])[O][Cr](=[O])(=[O])[OH]
    -3.9%&-1.3%&10.5%	.	.	-2.2%&-14.8%&10.0%&15.0%	.	7.8%&-12.9%&6.7%	.	12.6µM*
#12 CN1C(=O)C(=Cc2ccc(N3CCOCC3)o2)C(=O)N(C)C1=O
    ?	-5.4%	-1.9%	-2.8%	-28.5%	-1.5%	-21.1%	2.5%
#13 CCCCC(=O)N/N=C/c1c(O)n(-c2cccc3ccccc23)c(=O)[nH]c1=O
    .	?	-0.3%	3.5%	.	.	-24.8%[7.67 µM]	-8.3%
#14 COc1cc2ccc(=O)oc2c2ccoc12
    ?	?	7.7%&-1.6%	0.8%&0.9%	2.2%&0.7%	-6.1%&-3.7%	28.1%	-8.3%&7.5%
#15 Cc1cc(C=C2C(=O)NC(=S)NC2=O)c(C)n1-c1ccc2c(c1)OCO2
    19.4%	6.8%	6.2%	46.5%[activator]	?	10.9%	12.6µM*	-6.9%
#16 C/C(CC(c1ccccc1)c1c(O)c2ccccc2oc1=O)=N\NC(N)=S (configuration not stated)
    -39.7%	5.7%	?	6.3%	18.4%	-6.8%	5.8%	-3.5%
#17 COP(=S)(OC)Oc1ccc([N+](=O)[O-])cc1
    12.8%	-7.1%	-0.2%	5.2%&-3.4%	-2.0%	6.1%&3.8%	.	-13.1%&8.8%
#18 CCCCCCCCCCCCCC(=O)O[C@@H]1[C@@H](C)[C@@]2(O)[C@@H](C=C(CO)C[C@]3(O)C(=O)C(C)=C[C@@H]23)[C@@H]2C(C)(C)[C@]12OC(C)=O
    .	.	16.1%	-44.8%	2.4%[39.9 µM]	3.3%	.	i
#19 CCN1CCN(Cc2nnnn2C(C)(C)C)CC1
    -21.6%	-8.3%	-1.1%	-5.7%	2.0%	17.5%[38.3 µM]	4.4%[46.1 µM]	-1.5%
#20 CC(C)(C)c1ccc(C(=O)C2CCCN(C3CCC3)C2)cc1 (configuration not stated)
    .	-0.7%	?	11.4%	-0.9%	25.0%	33.3%	-0.7%
#21 Cc1ccc(-n2c(C)cc(/C=C3\C(=O)NC(=O)N(C)C3=O)c2C)cc1C
    -26.8%	-5.2%	0.0%	11.6%	-8.5%	2.9%	1.6%	-4.4%
#22 NC(Cc1nc2ccccc2[nH]1)c1ccc(Cl)cc1 (configuration not stated)
    .	?	1.8%	9.7%	.	.	28.3%	-9.6%
#23 Cc1ccc(Cn2nc(C)c(C=O)c2Cl)cc1
    -4.2%	8.7%	-0.2%	4.2%	0.0%	0.8%	2.4%	-6.4%
#24 O=C(Nc1ccccc1OC(=O)N1CCOCC1)N1CCOCC1
    ?	3.6%	-2.1%	1.3%	0.0%	9.3%[38.3 µM]	-5.5%[46.1 µM]	6.0%
#25 CN(C)[C@@H]1C(=O)C(C(N)=O)=C(O)[C@]2(O)C(=O)C3=C(O)c4c(O)cccc4[C@](C)(O)[C@H]3C[C@@H]12
    0.6%[9.22 µM]	.	.	-22.0%[14.2 µM]	-6.7%[7.66 µM]	1.2%	.	.
#26 O=C(O)C[O][Sb][O]CC(=O)O
    14.9%[9.22 µM]	.	.	5.0%[14.2 µM]	-2.0%[7.66 µM]	1.8%	.	.
#27 COc1cc([C@@H]2c3cc4c(cc3[C@H](O)C3COC(=O)[C@@H]32)OCO4)cc(OC)c1OC (some centres not stated)
    1.2%	5.1%	1.2%	9.1%	-1.6%	8.2%	?	i
#28 Cc1onc(-c2ccccc2)c1C(=O)N[C@@H]1C(=O)N2[C@@H]1SC(C)(C)[C@@H]2C(=O)O
    -27.7%	-0.8%	0.9%	4.6%	6.7%	-1.6%	9.0%	-4.9%
#29 O=C(c1ccc(F)cc1)N1CCC(N2CCCCCC2)CC1
    .	?	-2.1%	-1.6%	1.2%	36.6%[activator][38.3 µM]	-1.2%[46.1 µM]	-15.3%
#30 COc1ccc2[nH]cc(CCN(C)C)c2c1
    7.1%&-8.1%&-4.5%	2.4%&-4.5%	1.1%&-0.2%&0.0%	-6.1%&-7.7%&0.2%	0.0%&-3.2%	0.4%&5.4%&-1.7%	14.4%	12.7%

(more compounds)
Every second line gives: SMN2 splice enh	JMJD2E inh	Epigenetic reg	RGS12 GoLoco inh	KinaseGlo FLuc	IMPase Li cell	NPSR antag	RECQ1 inh
#31 CC1CCCC(C)N1/N=C/c1c[nH]c2ccc(Br)cc12 (configuration not stated)
    -26.4%	-2.5%	6.4%	14.4%	5.6%	25.1%	-5.2%[46.1 µM]	-6.9%
#32 O=C1NC(=O)N(c2ccc3c(c2)OCO3)C(=O)/C1=C/c1ccc(N2CCCCC2)o1
    -15.6%	-8.6%	7.4%	45.6%[activator]	0.1%	-3.7%[38.3 µM]	2.3%[46.1 µM]	-3.1%
#33 CCC(=NCc1cccnc1)c1c(O)n(-c2ccc(Cl)cc2)c(=O)[nH]c1=O
    .	-8.5%	0.0%	-2.2%	.	.	-35.9%	-2.6%
#34 CCN1CCN(Cc2ccccc2C)CC1
    8.0%	2.2%	0.0%	14.4%	2.9%	18.1%[38.3 µM]	-4.6%[46.1 µM]	i
#35 CCCCn1c(O)c(C(C)=NCc2ccc(F)cc2)c(=O)[nH]c1=O
    -15.0%	3.0%	1.8%	-8.2%	12.2%	19.0%[38.3 µM]	-13.1%[46.1 µM]	i
#36 OCC12CO[C@@H]3c4ccccc4[C@H](OC1)N32 (some centres not stated)
    16.6%	2.2%	-0.2%	-11.3%	-0.5%	6.5%[38.3 µM]	-5.1%[46.1 µM]	-10.1%
#37 CC(C)[C@]12CC(=O)[C@H](C)[C@H]1C2
    2.9%	.	.	0.5%	.	-0.3%	.	2.6%
#38 C[C@@H](O)CN(CCN(C[C@@H](C)O)C[C@@H](C)O)C[C@@H](C)O.O=[N+]([O-])O.[Cu]
    -14.0%[9.22 µM]	.	.	-2.0%[14.2 µM]	-0.7%[7.66 µM]	-15.8%	.	.
#39 O=C(CN1C(=O)CN=C(c2ccccc2Cl)c2cc(Cl)ccc21)NCc1ccco1
    -16.5%	-2.5%	2.5%	4.5%	-3.4%	8.3%[38.3 µM]	-20.9%[46.1 µM]	-7.8%
#40 C[N+]12CN3CN(CN(C3)C1)C2
    22.5%	37.3%[activator]	0.0%	8.91µM*	-2.3%	25.3%[38.3 µM]	-8.0%[46.1 µM]	13.8%
#41 O=C(N/N=C/c1c(O)n(CCc2ccccc2)c(=O)[nH]c1=O)c1ccccc1
    .	?	1.1%	0.5%	.	.	4.7%	-7.7%
#42 O=C(O)/C=C\c1ccc[c]([Sb])c1
    -13.6%[9.22 µM]	.	.	-0.1%[14.2 µM]	-5.1%[7.66 µM]	-7.5%	.	.
#43 OC[P+](CO)(CO)CO
    0.9%	.	.	-10.3%	.	-5.9%	.	-1.7%
#44 COc1ccc(C(=O)C2CCCN(Cc3ccon3)C2)c(OC)c1 (configuration not stated)
    .	1.5%	0.0%	-0.8%	.	2.4%	-9.3%	i
#45 CCCC(C)C1(CC)C(=O)N=C(S)NC1=O (configuration not stated)
    -1.8%	-1.7%	2.1%	9.7%	-4.1%	9.8%	.	-14.7%
#46 CC(C)OC(=O)C1C(=O)NC2(C)CC1c1ccccc1O2 (configuration not stated)
    -25.1%	9.5%	-4.2%	11.1%	-0.5%	21.8%[38.3 µM]	-16.8%[46.1 µM]	-3.4%
#47 C[C@H](Br)CN(C[C@H](C)Br)c1ccc2c(c1)Cc1ccccc1-2
    1.4%[9.22 µM]	.	.	3.1%[14.2 µM]	-4.0%[7.66 µM]	7.0%	.	.
#48 O=c1c2ccccc2nc(-c2ccco2)n1-c1ccncc1
    -15.1%	-28.1%	1.1%	-5.9%	-4.9%	-23.2%[38.3 µM]	-17.1%[46.1 µM]	0.6%
#49 CCOC(=O)c1ccc(N=C(C)c2c(O)[nH]c(=O)[nH]c2=O)cc1
    .	-29.8%	-1.6%	8.6%	.	.	9.3%	-10.2%
#50 CC/C=C\C/C=C\C/C=C\C/C=C\C/C=C\CCCC(=O)NCCc1ccc(O)c(O)c1
    -1.9%	1.7%	?	-2.8%	-0.5%	21.0%	.	2.6%
#51 CC(C)NCC(O)c1ccc(N)c(C#N)c1 (configuration not stated)
    24.1%&12.4%	.	2.1%&0.0%	2.5%&3.5%	.	-1.3%&-12.3%	.	14.7%
